N-glyco inh – N-linked glycosylation inhibition; AID 588692; D54 ERlucT glycosylation luciferase reporter, 24 h; percent of 100 nM tunicamycin response; reporter increase, % at 12.5 µM; 0.23% of 360,000 active;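 active = mean luciferase reporter signal, scaled so untreated is 0 and the glycosylation-blocking control 100, at or above a set limit in every replicate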;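 note: luciferase carries N-glycosylation sites so blocking glycosylation raises the light; 0% = median of neutral control wells and 100% = median of 100 nM tunicamycin wells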
ABCB6 inh MLPCN – blocks the human ABCB6 transporter. Q9NP58. K562-ABCB6 porphyrin accumulation, flow cytometry, 1 h; hits give low values. fluorescence ratio to DMSO, % at 10 µM. 0.19% of 360,000 active;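 active = fluorescence ratio to DMSO below 75%, the collection mean minus 3 SD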;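 note: signal is porphyrin accumulated inside mitochondria; 100% equals median channel fluorescence of DMSO control wells; lower ratio means ABCB6 inhibition with less porphyrin fluorescence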
TLR9-MyD88 inh – inhibitors of human TLR9-MyD88 binding | Q9NR96+Q99836 | CHO BLA complementation TLR9-MyD88, CCF4 FRET ratio | inhibition, % at 4.98 µM | 0.21% of 340,000 active;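 active = inhibition above the mean over all tested compounds plus 3 SD, cut at about 21% in these data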;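 note: 0% = DMSO only wells and 100% = clavulanate BLA inhibitor control wells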
ABHD5-PLIN5 inh – ABHD5-PLIN5 protein interaction inhibition; Q00G26+Q8WTS1; Split G. princeps luciferase complementation, luminescence, 4 h; inhibition, % at 4 µM; 0.78% of 360,000 active;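 active = inhibition above the mean inhibition across every tested compound plus 3 SD, cut at about 22% in these data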;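 note: 0% = DMSO only wells and the 100% control is not disclosed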
aDG glyco act – increases alpha dystroglycan glycosylation; Pro5-aDG cells, alpha-DG glycosylation AlphaScreen (IIH6); 0% Pro5, 100% B10-LARGE cell signal; activation, % at 10 µM; 0.22% of 360,000 active;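 active = activation of at least 8% versus controls, or a plate z-score of at least 8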;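 note: Pro5 are CHO cells carrying HIG-tagged alpha-DG that lacks glycosylation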
NOD2 RIPK2 PPI – inhibitors of human NOD2-RIPK2 interaction; O43353; CHO BLA complementation NOD2-RIPK2, CCF4 ratio; inhibition, % at 4.98 µM; 0.38% of 360,000 active; in the data active = inhibition above about 21%;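 note: 0% = vehicle only and 100% = reference blocker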
Target sequence (O43353 whole entry, looked up): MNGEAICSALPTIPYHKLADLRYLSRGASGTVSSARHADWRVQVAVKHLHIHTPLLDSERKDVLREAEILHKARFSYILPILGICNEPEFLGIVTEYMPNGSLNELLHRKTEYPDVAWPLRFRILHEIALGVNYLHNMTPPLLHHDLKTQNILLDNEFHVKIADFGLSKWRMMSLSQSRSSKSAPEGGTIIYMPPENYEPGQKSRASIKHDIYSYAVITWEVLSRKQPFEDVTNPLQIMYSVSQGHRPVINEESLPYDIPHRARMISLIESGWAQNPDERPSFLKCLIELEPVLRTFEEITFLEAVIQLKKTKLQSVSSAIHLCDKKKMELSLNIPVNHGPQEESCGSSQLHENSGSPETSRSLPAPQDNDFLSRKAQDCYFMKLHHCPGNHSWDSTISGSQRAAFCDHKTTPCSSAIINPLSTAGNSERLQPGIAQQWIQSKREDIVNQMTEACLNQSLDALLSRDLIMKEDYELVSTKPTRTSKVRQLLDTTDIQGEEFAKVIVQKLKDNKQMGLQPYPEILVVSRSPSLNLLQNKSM
MC4R barr agon – agonists of human melanocortin 4 receptor (MC4R) beta-arrestin; U2OS MC4R beta-arrestin complementation, luminescence; percent of melanotan II response, DMSO zero; activation, % at 8.9 µM; P32245; AID 540308; 0.98% of 360,000 active;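 active = activation above a per-plate cutoff, the mean activation of sample wells on that plate plus 3 SD, cut at about 8% in these data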
Target sequence (P32245 whole entry, looked up): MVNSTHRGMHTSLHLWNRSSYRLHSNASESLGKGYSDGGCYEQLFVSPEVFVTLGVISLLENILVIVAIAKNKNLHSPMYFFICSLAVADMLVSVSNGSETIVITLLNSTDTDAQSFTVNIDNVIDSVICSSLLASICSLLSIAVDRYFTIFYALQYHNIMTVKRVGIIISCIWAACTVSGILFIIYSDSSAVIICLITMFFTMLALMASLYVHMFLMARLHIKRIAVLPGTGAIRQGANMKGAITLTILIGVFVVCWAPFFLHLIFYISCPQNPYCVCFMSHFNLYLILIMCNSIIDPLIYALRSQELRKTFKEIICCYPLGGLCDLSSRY
Vif inh – HIV Vif inhibition | HEK293T cells, Vif self-association by quenched fluorescence, imaging, 24 h | inhibition, % at 7.49 µM | 0.35% of 340,000 active | AID 602346; in the data active = inhibition above about 50%, passing the limit was not always enough; note: some results filed as inactive read as strong as hits
MC4R antagonist – antagonists of human melanocortin 4 receptor (MC4R); P32245; MC4R-expressing cells, MTII-stimulated cAMP, LANCE TR-FRET; inhibition, % at 6.5 µM; 0.48% of 360,000 active; AID 540295;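 active = inhibition above its plate's cutoff, the mean of tested wells on that plate plus 3 SD, cut at about 29% in these data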;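 note: 0% = Melanotan II alone and 100% = Melanotan II plus saturating MCL0020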
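Material: U2OS-MC4R stable cell line | Reagent: Melanotan II challenge after compound preincubation | Doses: One concentration, 6.5 µM nominal | Incubation: 30-min compound preincubation, 1-h Melanotan II challenge, 1-h detection, room temperature | Signal: TR-FRET cAMP assay | Replicates: One well per compound, no replicates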
Granule exo inh – blocks lytic granule exocytosis. TALL-104 LAMP-1 surface exposure, flow cytometry; cells stimulated with thapsigargin and PMA. 0.66% of 360,000 active. inhibition, % at 10 µM;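 active = inhibition above about 55%, limit read from the data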
Starred values were filed as active, the others as inactive; . = not tested or not shown. Some of the compounds tested, so the mix of outcomes need not match the whole.

SMILES	N-glyco inh	ABCB6 inh MLPCN	TLR9-MyD88 inh	ABHD5-PLIN5 inh	aDG glyco act	NOD2 RIPK2 PPI	MC4R barr agon	Vif inh	MC4R antagonist	Granule exo inh
O=C(CSc1nnc(-c2ccncc2)o1)Nc1ccc(F)c(F)c1	0	98	4	5	-0.4	-5	4.4	5	4	0
CCOc1ccc(NC(=O)N2CCC(NC(=O)C(Cc3ccccc3OC)NC(C)=O)CC2)cc1 (stereo not given)	-1	97	-1	-5	-0.1	-4	-0.9	7	7	-6
Cc1nc([N+](=O)[O-])cn1C(C)C	1	102	-7	2	-0.1	-6	-0.5	-8	5	-4
COc1ccc(S(N)(=O)=O)cc1C(=O)NNC(=O)CN(C)S(=O)(=O)c1ccc(Cl)cc1	3	99	-5	-8	-0.1	-5	-2.5	7	8	-5
S=c1[nH]nc(-c2ccc(Cl)cc2)n1-c1ccc(Cl)cc1	0	101	-1	-10	-0.1	-6	-0.1	-3	3	4
O=C(NCc1ccccc1)C1=C[C@H](c2ccc3c(c2)OCO3)C[C@H](OCCCCO)O1	-2	98	4	0	-0.1	5	-2.2	-11	13	-3
COc1cccc(CNC(=O)C2CCN(c3cnccn3)CC2)c1	-1	92	-2	-1	0.1	10	-1.9	7	3	-2
COC(=O)c1sc(C(=O)OC)c(C(=O)OC)c1C(=O)OC	0	98	-2	1	-0.1	8	-1.9	-2	10	0
COCCNC(=O)/C(=C/c1ccccc1Cl)c1ccccc1	0	314	6	6	-0.1	-6	1.1	-3	-3	7
Cc1nn(-c2ccccc2)c(N2CCCC2)c1/C=N/NC(=O)C1CC1	-9	94	-1	-5	0.1	-2	-1.5	-5	-2	3
CCOC(=O)C1CCCN(CC(O)COCc2ccccc2OC)C1 (stereo not given)	1	97	-11	2	-0.2	-2	-2.1	44	12	8
CC(C)=CC1C=C(C)C(C)C2C(=O)NNC(=O)C12 (stereo not given)	0	102	-5	-4	-0.2	-2	-0.9	12	7	4
COc1ccc(C2C3=C(N=C4SCC(=O)N42)c2ccccc2CC3)cc1 (stereo not given)	-1	100	3	-9	-0.2	-5	-1.1	2	4	-1
CC(=O)c1ccc(NC(=O)c2sc3nc(N4CCOCC4)c4c(c3c2N)CCCC4)cc1	4	98	-8	2	0.0	-11	0.1	-7	-4	-9
CC(=O)c1coc2ccc(OCCN3CCCCC3)cc12	1	110	0	4	0.0	-5	1.1	1	-3	-2

2 compounds from above with just NOD2 RIPK2 PPI.
| SMILES | NOD2 RIPK2 PPI |
| --- | --- |
| S=c1[nH]nc(-c2ccc(Cl)cc2)n1-c1ccc(Cl)cc1 | -6 |
| CCOc1ccc(NC(=O)N2CCC(NC(=O)C(Cc3ccccc3OC)NC(C)=O)CC2)cc1 (stereo not given) | -4 |

Reprinted from the entries so far, 5 compounds:
SMILES	N-glyco inh	ABCB6 inh MLPCN	TLR9-MyD88 inh	ABHD5-PLIN5 inh	aDG glyco act	NOD2 RIPK2 PPI	MC4R barr agon	Vif inh	MC4R antagonist	Granule exo inh
COc1ccc(S(N)(=O)=O)cc1C(=O)NNC(=O)CN(C)S(=O)(=O)c1ccc(Cl)cc1	3	99	-5	-8	-0.1	-5	-2.5	7	8	-5
S=c1[nH]nc(-c2ccc(Cl)cc2)n1-c1ccc(Cl)cc1	0	101	-1	-10	-0.1	-6	-0.1	-3	3	4
O=C(NCc1ccccc1)C1=C[C@H](c2ccc3c(c2)OCO3)C[C@H](OCCCCO)O1	-2	98	4	0	-0.1	5	-2.2	-11	13	-3
COc1cccc(CNC(=O)C2CCN(c3cnccn3)CC2)c1	-1	92	-2	-1	0.1	10	-1.9	7	3	-2
COC(=O)c1sc(C(=O)OC)c(C(=O)OC)c1C(=O)OC	0	98	-2	1	-0.1	8	-1.9	-2	10	0

New compounds follow:
SMILES	N-glyco inh	ABCB6 inh MLPCN	TLR9-MyD88 inh	ABHD5-PLIN5 inh	aDG glyco act	NOD2 RIPK2 PPI	MC4R barr agon	Vif inh	MC4R antagonist	Granule exo inh
COc1nc(=O)n(C2C=CC(=O)O2)cc1F (stereo not given)	33*	99	-6	41*	-0.2	-8	-1.0	0	-9	-1
COc1ccc(Oc2nc(C)cc(C)c2C#N)cc1	-1	92	-1	3	0.3	-4	-1.3	15	-2	-1
Cc1cccc(OCC(=O)O/N=C(\N)c2ccc(Cl)cc2)c1	-1	99	-10	-7	-0.1	2	12*	-5	-2	0
O=C(CN1C(=O)CSc2ncccc21)Nc1cccc(Cl)c1	-1	115	-15	0	-0.2	4	3.2	.	2	1
CN(C(=O)CSc1nnc(Cc2ccccc2F)n1N)C1CCCCC1	0	96	-6	4	0.3	-9	-2.0	4	5	0
O=[N+]([O-])c1ccccc1S(=O)(=O)N1CCCCC1	1	98	9	-1	-0.1	-1	-1.6	0	2	8
Cc1cccc(N2CCN(C(=O)CSc3nnnn3C3CC3)CC2)c1C	-4	91	-6	8	0.0	6	-1.0	-18	10	-1
Cc1ccc(Cn2c(SCC(=O)N3CC(=O)Nc4ccccc43)nc3ccccc3c2=O)cc1	-2	94	9	0	0.0	2	-0.5	-2	29*	-3
Cc1c(Cl)cnc(NC(=O)COC(=O)c2nn(C)c(=O)c3ccccc23)c1Cl	0	98	-7	3	-0.4	-13	-1.7	-3	4	-3
Cc1ccc(S(=O)(=O)Nc2cccc(C(=O)NCC(c3ccccc3)N(C)C)c2)cc1F (stereo not given)	-4	87	0	-4	0.3	-1	-3.2	-1	0	-4
COc1ccc(CNc2nc3c(c(=O)n(Cc4ccc(Cl)cc4)c(=O)n3C)n2C)cc1	-12	93	-4	3	3.0	-9	-0.2	-1	-1	2
COc1ccccc1C(CNC(=O)c1cccc(S(=O)(=O)Nc2ccc(F)cc2)c1)N1CCCC1 (stereo not given)	-5	104	-7	-4	-0.1	-3	-1.0	23	2	-4
COc1ccc(-c2ccc3c(c2)S(=O)(=O)c2cccc(C(=O)NC4CCCCC4)c2C3=O)cc1OC	-2	95	-13	-10	71*	-1	0.6	37	13	-4
Cc1cccc(C(=O)NNc2ncnc3c2cnn3C)c1	2	101	0	-6	-0.1	9	-0.2	1	2	-1
CCOc1ccc(CCNC(=O)COC(=O)CNS(=O)(=O)c2ccc(C)cc2)cc1OCC	-1	99	-7	-2	0.0	-3	-1.3	3	28	-2

Random excerpt: 5 compounds from above.
SMILES	N-glyco inh	ABCB6 inh MLPCN	TLR9-MyD88 inh	ABHD5-PLIN5 inh	aDG glyco act	NOD2 RIPK2 PPI	MC4R barr agon	Vif inh	MC4R antagonist	Granule exo inh
S=c1[nH]nc(-c2ccc(Cl)cc2)n1-c1ccc(Cl)cc1	0	101	-1	-10	-0.1	-6	-0.1	-3	3	4
O=[N+]([O-])c1ccccc1S(=O)(=O)N1CCCCC1	1	98	9	-1	-0.1	-1	-1.6	0	2	8
CC(=O)c1ccc(NC(=O)c2sc3nc(N4CCOCC4)c4c(c3c2N)CCCC4)cc1	4	98	-8	2	0.0	-11	0.1	-7	-4	-9
Cc1ccc(S(=O)(=O)Nc2cccc(C(=O)NCC(c3ccccc3)N(C)C)c2)cc1F (stereo not given)	-4	87	0	-4	0.3	-1	-3.2	-1	0	-4
Cc1ccc(Cn2c(SCC(=O)N3CC(=O)Nc4ccccc43)nc3ccccc3c2=O)cc1	-2	94	9	0	0.0	2	-0.5	-2	29*	-3

Later entries.
SMILES	N-glyco inh	ABCB6 inh MLPCN	TLR9-MyD88 inh	ABHD5-PLIN5 inh	aDG glyco act	NOD2 RIPK2 PPI	MC4R barr agon	Vif inh	MC4R antagonist	Granule exo inh
CC(C)OC(=O)c1cccnc1SCC(=O)N(C)c1ccccc1	-3	91	-5	9	3.1	-5	1.1	3	2	2
CCOc1ccc(NS(=O)(=O)c2csc(C(N)=O)c2)cc1	1	95	4	5	0.0	-6	0.2	-5	6	-9
COCCCNC(=O)c1cc2cc([N+](=O)[O-])cc(OC)c2oc1=O	-1	101	-4	-3	-0.5	-4	-1.5	0	3	-2
CCOc1ccc(S(=O)(=O)N2CCCCC2)cc1NC(=O)CN1C(=O)NC(C)(C2CC2)C1=O (stereo not given)	-3	104	-3	7	-0.3	4	2.0	-4	6	-4
CN(C)c1nc(NCc2ccccc2)nc(N/N=C/c2ccc(Cl)cc2Cl)n1	1	98	-5	-6	-0.1	-8	-2.0	1	2	3
O=c1cc(CS(=O)(=O)c2ccccc2)nc(-c2ccncc2)[nH]1	3	95	3	-2	-0.9	-8	0.7	0	13	-1
CNC(=O)COc1cccc(C(=O)NCc2ccccc2)c1	4	100	6	4	-0.2	5	0.5	-11	13	0
COc1ccc(NC(=O)C2(C)CCCN(C(C)=O)C2)cc1F (stereo not given)	1	99	.	6	-0.3	-2	0.7	-9	8	8
O=C(/C=C/c1cccc(Cl)c1)Nc1ncccn1	-1	100	-5	-1	0.0	6	0.4	-1	9	-6
NC(=O)c1c(-c2ccccc2)oc2ccc(O)cc12	0	99	-4	-3	-0.2	-12	-0.6	6	16	0
Cc1ccc(C)c(S(=O)(=O)NC(Cc2c[nH]c3ccccc23)C(=O)O)c1 (stereo not given)	1	96	-10	-2	0.2	4	-2.1	-10	5	2
COc1ccc(CN2CCN(C(=O)c3cccc4ccccc34)CC2)cc1Br	3	96	0	5	0.1	13	0.0	-2	4	4
CC1(c2ccc(Cl)cc2Cl)NC(=O)N(CC(=O)N2CCN(C(=O)c3ccco3)CC2)C1=O (stereo not given)	0	99	1	3	0.0	10	-0.4	19	5	13
Cc1ccc(C)c(NC(=O)CN(C)C(=O)c2cc3ccccc3o2)c1	1	98	2	-3	0.1	-15	-1.2	2	21	-6
O=[N+]([O-])c1ccc2ccn(C3OCC(O)C(O)C3O)c2c1 (stereo not given)	22	97	-5	2	-0.1	-3	-2.2	6	0	-1
COc1ccc2c(c1)[nH]c(=O)c1sc3ccccc3c12	1	106	-10	10	-0.4	-2	3.5	8	-14	0
CC(C)(C)NC(=O)CSc1nc2ccc(NC(=O)CSc3nnc(N)s3)cc2s1	1	104	-10	2	0.0	-5	-1.4	-3	-1	-3
C=C(C)[C@@H]1CC=C(CN2CCN(Cc3ccccc3)CC2)CC1	-1	94	-10	9	-0.2	4	0.5	-12	3	24
COc1cccc(CN2CCN(CCCc3ccccc3)C(CCO)C2)c1O (stereo not given)	0	97	-10	-2	0.0	-1	-0.5	-9	16	25
O=C(Cn1cnc2ccccc2c1=O)c1c[nH]c2ccccc12	-1	96	5	-3	0.5	-3	-1.1	2	9	0
CCOc1ccc(CCNC(=O)CCc2nnc3ccc(N4CCOCC4)nn23)cc1	0	101	6	7	0.4	-3	-0.7	5	1	3
O=C(NC(Cc1ccccc1)C(=O)O)/C(=C\c1ccc(Br)cc1)NC(=O)c1ccc(Br)o1 (stereo not given)	2	93	-1	-4	0.1	3	0.8	-9	-2	-1
CN(C)CCNc1ncnc2ccccc12	1	96	-4	3	0.0	-1	-1.1	8	2	2
COc1ccccc1N1CCN(C(CNS(=O)(=O)c2ccccc2)c2ccccc2)CC1 (stereo not given)	3	100	8	-1	0.0	-4	-0.7	-2	-3	-1
COc1ccc(CNC(=O)CN2C(=O)CSc3ccc(S(=O)(=O)N4CCCCC4)cc32)cc1	-1	102	-16	-1	0.2	0	-2.7	-10	9	2
CNC(=S)N1CCC(NC(=O)C23CC4CC(CC(C4)C2)C3)CC1	-1	95	.	2	-0.3	4	-3.5	-3	2	-4
Cc1cccc(C)c1NC(=O)Cn1nnc(C(=O)Nc2ccc(F)cc2F)c1N	-1	98	1	0	0.0	1	5.9	-2	-4	0
